# KB-3-1 cytotox – qHTS assay for MDR1-selective chemotherapeutics: Primary screen using the parental adenocarcinoma cell KB-3-1; KB-3-1 viability, CellTiter-Glo ATP luminescence, 72 h; Potency, µM (top dose mostly 46.1 µM), without a hit: at the highest dose activity change, negative = cytotoxic, hits mostly cytotoxic; hit rate 1.4% among 400,000; also: % is scaled to controls: 0 for no effect and ±100 for the full control effect; nearly all actives have a fitted effect of over 60% in size
#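 KB-3-1 parental drug-naive adenocarcinoma cells in DMEM/10% FBS, incubated 72 h at 37 C with pin-transferred compounds across a concentration series. Viability by CellTiter-Glo luminescence; concentration-response curves fitted after normalization.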
# TDP-43 yeast inh – qHTS of TDP-43 Inhibitors; Potency, µM (doses to about 46.1 µM), for the others: at the top dose growth rescue (activation), usual class: activators; hit rate 1.8% among 410,000; TDP-43 expressing yeast growth rescue, BacTiter-Glo, 24 h; also: % of control where 0% means no effect; nearly all actives have a fitted effect of over 50% in size
#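 Cell-based yeast growth screen: TDP-43 expression induced in galactose, inoculum OD600=0.02 after raffinose pregrowth to mid-log. Read-out BacTiter-Glo luminescence at 24 hr, 30 deg C; inhibition of toxicity seen as signal increase.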
# GLP-1R inv ag – qHTS of GLP-1 Receptor Inverse Agonists (Inhibition Mode); HEK293 GLP-1R CRE-luciferase, luminescence, 24 h; GLP-1R form is constitutively active; hit rate 1.6% among 410,000; AID 624417, 2012; Glucagon-like peptide 1 receptor (Homo sapiens), P43220; Potency, µM (series often up to 38.3 µM), for the others: at the top dose activity change, negative = inhibition, actives largely listed as inhibitors; also: % is scaled to controls: 0 for no effect and ±100 for the full control effect; nearly all actives have a fitted effect of over 55% in size
# Target sequence (P43220 whole entry, looked up): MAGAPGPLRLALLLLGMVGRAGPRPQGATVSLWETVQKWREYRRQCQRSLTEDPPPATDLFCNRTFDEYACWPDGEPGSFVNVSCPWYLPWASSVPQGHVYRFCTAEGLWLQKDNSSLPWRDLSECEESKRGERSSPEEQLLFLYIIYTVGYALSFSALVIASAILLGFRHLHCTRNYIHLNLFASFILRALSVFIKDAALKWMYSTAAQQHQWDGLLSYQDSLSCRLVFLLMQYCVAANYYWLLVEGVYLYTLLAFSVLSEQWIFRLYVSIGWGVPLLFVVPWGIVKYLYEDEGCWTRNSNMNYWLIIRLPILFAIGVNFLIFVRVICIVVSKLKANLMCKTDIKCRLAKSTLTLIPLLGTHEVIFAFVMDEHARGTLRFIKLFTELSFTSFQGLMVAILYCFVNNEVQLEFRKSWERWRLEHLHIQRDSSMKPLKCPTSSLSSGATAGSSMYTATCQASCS
#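 Inverse agonism was detected as reduced cAMP-driven luciferase luminescence after 24 h compound treatment. The cells were HEK293 clones expressing constitutively active human GLP-1R with the reporter. Reporter-only and GPR119 cell lines served as counterscreen controls.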
# HT1080 IDH1KD tx – qHTS for induction of synthetic lethality in tumor cells producing 2HG: qHTS for the HT-1080-IDH1KD cell line; hit rate 2% among 360,000; AID 686971, 2013; Potency, µM (top dose mostly 46.1 µM), without a hit: at the top dose activity, negative = toxicity, hits mostly cytotoxic; HT-1080 IDH1 knockdown viability, ATP luminescence, 48 h;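 also: 0% = DMSO wells and -100% = cell-free medium wells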
#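 IDH1KD HT-1080 cells, 750/well, RPMI + 5% FBS; compound pinned after 2 h settling; 48 h, 37 °C; CellTiter-Glo luminescence; % activity normalised to DMSO and no-cell wells; curves fitted, classed by r2 and efficacy.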
# GLP1R ag – qHTS of GLP-1 Receptor Agonists | Glucagon-like peptide 1 receptor (Homo sapiens), P43220 | HEK293 GLP-1R CRE-luciferase, luminescence, 4-6 h; cells express a hypersensitive GLP-1R form | Potency, µM (top dose mostly 45.6 µM), without a hit: at the top dose activation, hits mostly activators | hit rate 0.007% among 380,000 | AID 624172, 2012; also: % of control where 0% means no effect
# KB-V1 MDR tox – qHTS assay for MDR1-selective chemotherapeutics: Primary screen using the drug-selected MDR subline cells KB-V1; AID 1347076, 2019; hit rate 3.4% among 400,000; Potency, µM (series often up to 46.1 µM), for the others: at the highest dose activity change, negative = cytotoxicity, actives largely listed as cytotoxic; KB-V1 MDR cells viability, CellTiter-Glo, 72 h; also: % is scaled to controls: 0 for no effect and ±100 for the full control effect; nearly all actives have a fitted effect of over 60% in size
#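 In this primary screen, KB-V1 cells overexpressing P-gp are incubated with library compounds (lowest to highest concentration) for 72 h at 37 degrees C before a luminescent ATP viability read.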
# SW480 rerep – A quantitative high throughput screen for small molecules that induce DNA re-replication in SW480 colon adenocarcinoma cells | SW480 DNA re-replication, Hoechst DNA content imaging, 48 h | Potency, µM (series often up to 46.1 µM), for inactives: at the top dose re-replication activation, most hits filed as activators | hit rate 1.8% among 340,000; also: % of control where 0% means no effect; nearly all actives have a fitted effect of over 55% in size
#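 250 cells/well; 23 nL cpd via pin tool; 48 hr, 37 C, 5% CO2; Hoechst 40 min; imager read of total nuclear intensity, ex 405/em 500-530 nm.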
# HEK293 tox – qHTS of GLP-1 Receptor Inverse Agonists: Cytotox Screen; Potency, µM (highest dose often 38.3 µM), for the others: at the top dose activity change, negative = inhibition, most hits filed as inhibitors; hit rate 0.13% among 410,000; HEK293 cAMP-luciferase reporter cells, luminescence, 24 h;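 also: loss of luciferase light is scored as toxicity; % is scaled to controls: 0 for no effect and ±100 for the full control effect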
#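 Cells in DMEM/10% Nu serum/1% pen-strep, 1536-well format. Pre-incubated 12 h, dosed with 23 nL compound, incubated a further 24 h. Luciferase detection, 12 min at room temp, luminescence.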
# HT1080NT lethal – qHTS for induction of synthetic lethality in tumor cells producing 2HG: qHTS for the HT-1080-NT fibrosarcoma cell line. HT-1080-NT fibrosarcoma viability, CellTiter-Glo ATP luminescence, 48 h. Potency, µM (highest dose often 46.1 µM), without a hit: at the highest dose activity, negative = less viability, actives largely listed as cytotoxic. hit rate 1.6% among 360,000;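 also: NT is the 2HG producing partner of a matched IDH1 knockdown line; 0% = DMSO-treated cells and -100% = media-only wells without cells; nearly all actives have a fitted effect of over 55% in size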
#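 750 cells/well, RPMI + 5% FBS; 2 h settle, compound pin-transfer, 48 h at 37 degrees C. CellTiter-Glo 10 min RT, luminescence. Normalized to DMSO and media-only wells.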
# * marks the source's active call; other numbers are inactive results; ? = inconclusive; . = no result given; & = joins results of further samples; [ ] = remark or other dose. Calls follow the shape of the dose curve; as a rule, active = well fitted curve in the direction sought with a large enough effect; inconclusive = small, poorly fitted or top-dose-only effect, or another doubt; inactive = no such curve, though single readings can be large; an effect the other way counts as inactive or inconclusive. Potency is read from the fitted curve at half-maximal effect.
SMILES,KB-3-1 cytotox,TDP-43 yeast inh,GLP-1R inv ag,HT1080 IDH1KD tx,GLP1R ag,KB-V1 MDR tox,SW480 rerep,HEK293 tox,HT1080NT lethal
COc1cccc(CNS(=O)(=O)c2c(C)nc3scc(C)n3c2=O)c1,-13%&-4%,1%&-1%,-15%&10%,18%,-1%,-6%&-14%,-12%,3%&0%,-1%
Cc1ccc(-c2nc(C3CCCN(S(=O)(=O)c4ccc(C(C)(C)C)cc4)C3)no2)cc1 (centres undefined),4%,21%,-9%,11%,2%,-17%,-16%,-1%,3%
COc1ccccc1C(=O)NCCC(=O)N(Cc1ccco1)Cc1cccs1,?,21%,-17%,1%,3%,?,-3%,4%,0%
O=c1[nH]c2ccc(Cl)cc2c(O)c1-c1ccccc1,4%,6%,4%,21%,-17%,30%,-6%,-8%,22%
O=C(CCCN1C(=O)c2cccnc2Oc2ccc(Cl)cc21)N1CCCCC1,-5%,17%,9%,11%,5%,-19%,-10%,9%,5%
Cc1cccc(NC(=O)C2SC(=Nc3c(C)cccc3C)C(C(=O)N3CCOCC3)=C2N)c1 (centres undefined),28%,-3%,?,-3%,3%,-19%,?,?,-24%
CCc1ccc(-c2csc(NC(=O)C3=NN(c4ccccc4)C(=O)CC3)n2)cc1,-1%,5%,5%,?,7%,-10%,-50%[inhibitor],1%,?
COc1cccc(N2CC(C(=O)Nc3nnc(SCC(=O)c4ccccc4)s3)CC2=O)c1 (centres undefined),8%,5%,-16%,16%,-19%,?,0%,-6%,9%
O=C(N/N=C/c1ccccc1[N+](=O)[O-])c1ccc(CN2CCOCC2)cc1,-1%,-11%,1%,14%,7%,-16%,-3%,-10%,6%
COc1cccc(C2=NOC(C(=O)Nc3cc(C)nn3-c3ccccc3)C2)c1OC (centres undefined),?,7%,?,-28%,-1%,?,16%,1%,?
CN1CCCN(C(=O)c2ccc(Br)cc2)CC1,0%,-7%[1.82 µM],-13%,?,5%,21%,-2%,3%,16%
C=CCn1c(SCc2ccccc2)nc(O)cc1=O,-2%,8%,1%,9%,-24%,23%,1%,-6%,10%
Cc1cc(C(=O)N2CCCC(C(=O)c3ccc(Oc4ccccc4)cc3)C2)n[nH]1 (centres undefined),-8%,-30%[inhibitor],?,-16%,15%,-27%,?,-9%,-14%
CN1CCN(CCCNC(=O)c2ccc(CS(=O)(=O)c3ccc(Br)cc3)o2)CC1,23%,14%,-1%,2%,8%,9%,0%,-27%,12%
Cc1ccc2c(c1)C(O)(CC(=O)c1cccc(-n3cccc3)c1)C(=O)N2 (centres undefined),-4%,-13%,7%,20%,13%,4%,-1%,0%,6%
O=C1CCCN1CCCNc1ccc2nnc(CCC(=O)N3CCN(c4ccccc4)CC3)n2n1,0%,22%,1%,2%,-5%,?,-3%,-3%,6%
CN1CCCN(C(=O)c2ccc(Cl)c(S(=O)(=O)N(C)c3ccccc3)c2)CC1,-10%,-7%,0%,4%,-1%,?,13%,-6%,-3%
Cc1cc(C)n2nc(NCc3ccccc3)nc2n1,2%,24%,4%,4%,1%,2%,-7%,5%,6%
CSc1nc2nccc(-c3ccc(Oc4ccccc4)cc3)n2n1,?,?,?,-2%,16%,?,0%,-14%,-9%
Cc1ccc(CCNC(=O)c2cc(S(=O)(=O)N3CCCCC3)c[nH]2)cc1,0%,0%,-27%,-1%,-4%,-5%,3%,3%,8%

# The closing 3 entries of the section above are carried over, then new ones follow.
SMILES,KB-3-1 cytotox,TDP-43 yeast inh,GLP-1R inv ag,HT1080 IDH1KD tx,GLP1R ag,KB-V1 MDR tox,SW480 rerep,HEK293 tox,HT1080NT lethal
Cc1cc(C)n2nc(NCc3ccccc3)nc2n1,2%,24%,4%,4%,1%,2%,-7%,5%,6%
CSc1nc2nccc(-c3ccc(Oc4ccccc4)cc3)n2n1,?,?,?,-2%,16%,?,0%,-14%,-9%
Cc1ccc(CCNC(=O)c2cc(S(=O)(=O)N3CCCCC3)c[nH]2)cc1,0%,0%,-27%,-1%,-4%,-5%,3%,3%,8%
O=[N+]([O-])c1cnccc1Nc1ccc(Cl)cc1,1%,-5%,-29%,-3%,20%,-7%,-7%,-1%,-6%
CCCOc1ccc(NC(=O)CC2C(=O)N(C)C(=S)N2Cc2cccs2)cc1 (centres undefined),?,17%,7.9µM*,-25%,-7%,-2%,7%,-19%,-24%
Cc1ccc(NC(=O)CCNS(=O)(=O)c2ccc3[nH]c(=O)oc3c2)cc1,-6%,-12%,-1%,19%,-2%,2%,-3%,-2%,8%
COCCN(CC(=O)NCc1ccc2c(c1)OCO2)C(=O)CCC(=O)Nc1nccs1,4%,9%,-1%,10%,-5%,15%,-4%,-14%,18%
CCCc1cc(=O)[nH]c(SCC(=O)N2CCN(c3ccc(F)cc3)CC2)n1,1%,4%,-20%,-1%,-13%,8%,-4%,0%,0%
O=C(O)c1cccc(C(=O)c2cccc(C(=O)O)c2)c1,5%,-3%,0%,22%,3%,?,-6%,5%,12%
O=C(CCn1c(=S)oc2ccccc21)Nc1ccc(F)cc1,-4%,9%,10%,-15%,-2%,-14%,6%,1%,-6%
CC(=O)Nc1ccc(S(=O)(=O)/N=C2\C(=O)c3ccccc3C([O-])=C2n2cc[n+](-c3ccccn3)c2)cc1,-21%,6%,?,-16%,0%,1%,15%,?,-5%
Clc1ccc(-c2nnc(-c3cccc4ccccc34)o2)cc1,-3%,0%,0%,7%,6%,-5%,-7%,0%,-4%
COC(=O)CCC(=O)Nc1cccc([N+](=O)[O-])c1,0%,11%,3%,1%,2%,26%,-17%,1%,-1%
Cc1cc(C)c2nc(C)cc(Nc3ccc(C(=O)N4CCOCC4)cc3)c2c1,-26%,-1%,-1%,-4%,6%,-13%,9%,-2%,-1%
COc1ccc(NC(=O)CN2C(=O)COc3ccc(S(=O)(=O)N4CCCCC4)cc32)cc1OC,-27%&1%,-1%,-24%&-18%,2%,3%,11%&9%,15%,-6%&-3%,0%
COc1cc(C2NC(=S)NC(c3ccccc3)=C2C(C)=O)cc(Br)c1OCC(N)=O (centres undefined),1%,0%,7%,-3%,7%,9%,-3%,3%,6%
COc1ccc(NC(=O)CSc2nnc(N)s2)cc1,7%&-1%,-7%&15%,-3%&2%,1%,-9%,24%&27%,-4%[9.22 µM],-3%&5%,2%
COc1ccc(CCNC(=O)Cn2nnc(-c3ccc(C(F)(F)F)cc3)n2)cc1OC,-10%,8%,3%,.,-1%,3%,.,-8%,.
COc1ccc(N2CCN(CNC(=O)c3ccccc3)CC2)cc1,-2%,11%,11%,-6%,6%,13%,-1%,1%,-4%
COc1ccc(NC(=S)N(CCN2CCOCC2)C2CCN(C(C)=O)CC2)cc1Cl,0%,-1%,1%,18%,14%,-13%,-1%,2%,0%
CN(C(=O)c1ccc2c(c1)OCO2)C1(C(=O)NC2CCCCC2)CCCCC1,-1%,-14%,?,-1%,-1%,-6%,18%,3%,-8%
CC1(C)CCC[C@]2(C)[C@H]3CC(=O)O[C@]3(C)CC[C@@H]12,10%,29%,1%,0%,10%,7%,1%,0%,4%
O=C(CSc1ccccc1)Nc1ccc(S(=O)(=O)Nc2ncccn2)cc1,-3%,-15%,13%,19%,1%,-3%,1%,4%,-1%
COc1ccc(NC(=O)NC23CC4CC(CC(C4)C2)C3)cc1OC,-1%,17%,?,-12%,0%,0%,-3%,-11%,-13%
CN1CCN(S(=O)(=O)c2ccc(N(C)Cc3ccc(OC(F)F)cc3)c([N+](=O)[O-])c2)CC1,-6%,25%,10µM*,-8%,-1%,?,?,-24%,-13%
CC1CN(C(=O)CCC(=O)NCc2ccc(F)cc2)c2ccccc2S1 (centres undefined),18%,20%,?,13%,-2%,-14%,-17%,-32%,11%
CNc1ccccc1C(=O)OCC(=O)N1CCc2ccccc2C1,0%,9%,-10%,3%,11%,2%,.,2%,0%
Cc1nc(SCC(=O)Nc2cc(Cl)ccc2[N+](=O)[O-])nc(C)c1C,6%,0%,?,-10%,1%,-3%,-1%,-22%,-14%
CSc1nc(-c2ccco2)nn1C(=O)c1ccc(C)cc1,9%,23%,5%,12%,0%,19%,-2%,-4%,11%
O=C(Nc1ccccc1)Nc1nc2ccccc2s1,7%,16%,-49%,?,1%,0%,-6%,-6%,?
CCCCCCCCN1C(=O)[C@H](CC(=O)NCc2cccs2)C[C@@]2(C(=O)OCC)CCCC=C12,?,-12%,10µM*,?,-2%,?,.,-18%,?
CCC(=O)N1Cc2ccccc2-c2ccccc2C1=O,18%,21%,-29%,0%,0%,4%,0%,-9%,-4%
N=c1c2c(n(Cc3ccc([N+](=O)[O-])cc3)c3c1CCC3)CCCC2,-80%,-4%,8%,-2%,0%,-1%,-18%,14%,3%
CC(NS(=O)(=O)c1ccc(NC(=O)N2CCCCC2)cc1)c1ccccc1 (centres undefined),-8%,-8%,-16%,0%,4%,2%,-3%,-5%,2%
OC(c1cccnc1)c1nc(/C=C/c2ccc(C(F)(F)F)cc2)cs1 (centres undefined),0%,-9%,?,-25%,8%,-18%,.,2%,-19%
CCCC(=O)Nc1ccccc1NC(=O)c1ccc(OCC)cc1,-1%,-2%,6%,2%,-2%,0%,-101%[inhibitor],-7%,10%
